FXIa inh 1536 = human FXIa protease inhibitors, primary screen, biochemical, 1536-well; Coagulation factor XI (Homo sapiens), P03951; purified FXIa, Boc-Glu-Ala-Arg-AMC fluorogenic substrate; inhibition, % at 5 µM; 0.14% of 220,000 active; AID 798, 2007;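 active = inhibition of at least 40%; inactive = inhibition below 40%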;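 also: fluorescence of freed AMC excited at 355 nm; 0% = enzyme without compound and 100% = no enzyme blank; many of its hits are not listed in these tables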
Rad51 HR inh = human RAD51 strand exchange inhibitors, primary screen, biochemical, fluorescence. hRad51 DNA strand exchange, fluorescence dequenching. inhibition, % at 10 µM. 0.085% of 200,000 active;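 active = inhibition above 40% at the single screening dose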;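 also: 0% = DMSO control wells and 100% = blanks with heterologous ssDNA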
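material = hRad51 filaments on single-stranded DNA | timing = filaments 15 min 37 °C, then compound 30 min | signal = FRET fluorescence dequenching, excitation 485 nm, emission 520 nm | benchmarks = control wells and blank wells on each plate | evaluation = percent inhibition relative to plate controls and blanks | compound = 10 µM final, single point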
FXIIa inh = human FXIIa protease inhibitors, primary screen, biochemical, 1536-well. 0.3% of 220,000 active. inhibition, % at 5 µM. Coagulation factor XII (Homo sapiens), P00748. AID 800, 2007. purified FXIIa, Boc-QGR-AMC fluorogenic substrate, 2 h; in the data active = inhibition above about 40%;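 also: 0% = enzyme with no compound and 100% = blank without enzyme; many of its hits are not listed in these tables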
KLK5 inh = human KLK5 protease inhibitors, primary screen, biochemical, 1536-well; Kallikrein-5 (Homo sapiens), Q9Y337; recombinant hK5, fluorogenic AMC substrate cleavage; inhibition, % at 5 µM; 0.59% of 210,000 active; AID 873, 2007;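 active = inhibition of 40% or more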;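 also: 0% = enzyme controls without compound and 100% = no-enzyme blanks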
Cl transport mod = KCC2 cotransporter modulators, thallium flux, primary screen, cell-based, HEK293 KCC2, FluoZin-2 fluorescence, MLSMR; KCC2 cells, thallium flux FluoZin-2 fluorescence; B-score of Tl+ flux slope (higher = more flux/activation; lower = inhibition) at 10 µM; Solute carrier family 12 member 5 (Homo sapiens), Q9H2X9; 2.2% of 190,000 active;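 active = thallium flux slope and its plate-corrected score both differing from the plate sample mean at a set confidence after two filtering rounds, in either direction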;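 also: slope of fluorescence scaled to starting intensity during 10 to 20 s after thallium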
Target sequence (Q9H2X9 whole entry, looked up): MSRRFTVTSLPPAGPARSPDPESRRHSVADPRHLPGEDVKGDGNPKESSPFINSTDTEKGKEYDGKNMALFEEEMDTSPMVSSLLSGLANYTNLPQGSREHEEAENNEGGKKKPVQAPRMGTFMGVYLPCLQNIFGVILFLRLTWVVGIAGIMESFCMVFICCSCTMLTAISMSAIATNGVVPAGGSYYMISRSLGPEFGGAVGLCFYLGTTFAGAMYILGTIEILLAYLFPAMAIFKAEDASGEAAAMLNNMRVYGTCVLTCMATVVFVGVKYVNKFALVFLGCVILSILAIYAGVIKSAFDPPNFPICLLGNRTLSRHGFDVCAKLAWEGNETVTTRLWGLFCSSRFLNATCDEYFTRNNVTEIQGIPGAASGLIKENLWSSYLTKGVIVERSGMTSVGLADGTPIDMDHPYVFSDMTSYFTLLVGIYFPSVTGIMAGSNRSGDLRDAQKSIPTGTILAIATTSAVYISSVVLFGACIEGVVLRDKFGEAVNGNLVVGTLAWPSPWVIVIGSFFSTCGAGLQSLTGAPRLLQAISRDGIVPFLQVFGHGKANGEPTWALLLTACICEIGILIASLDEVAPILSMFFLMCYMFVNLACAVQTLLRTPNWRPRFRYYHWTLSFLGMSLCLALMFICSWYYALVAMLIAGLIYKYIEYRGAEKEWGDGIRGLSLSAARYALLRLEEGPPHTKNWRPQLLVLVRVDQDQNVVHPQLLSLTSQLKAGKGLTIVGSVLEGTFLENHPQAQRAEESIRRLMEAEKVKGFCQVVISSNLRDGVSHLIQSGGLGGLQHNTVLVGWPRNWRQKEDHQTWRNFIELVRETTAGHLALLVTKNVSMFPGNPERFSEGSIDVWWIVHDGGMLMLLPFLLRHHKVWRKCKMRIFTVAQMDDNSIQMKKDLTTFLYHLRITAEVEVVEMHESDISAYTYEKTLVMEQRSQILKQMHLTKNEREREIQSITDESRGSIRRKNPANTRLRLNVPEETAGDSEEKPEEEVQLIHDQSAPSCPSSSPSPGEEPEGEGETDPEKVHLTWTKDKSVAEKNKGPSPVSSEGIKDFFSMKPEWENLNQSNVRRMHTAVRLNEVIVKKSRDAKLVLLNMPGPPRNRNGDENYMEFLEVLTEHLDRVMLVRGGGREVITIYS
PERK inhibitor = block of dimerizer-induced PERK translation repression, primary screen, PERK inhibitor project, CHO PERK-DD cells, SEAP luminescence, HTS; CHO PERK-DD fusion, SEAP luminescence translation reporter; inhibition, % at 5.6 µM; 0.17% of 220,000 active; AID 1416, 2008;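 active = inhibition above the mean inhibition of all tested compounds plus 3 SD, set separately per screening campaign, cut at about 2.9% in these data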;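 also: PERK kinase domain activated by AP20187 dimerizer at 100 nM; 0% = DMSO with dimerizer and 100% = rapamycin at 8.4 µM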
Furin inh = human furin inhibitors, primary screen, biochemical, fluorescence intensity | P09958 | purified furin, fluorogenic substrate cleavage | inhibition, % at 30 µM | 0.061% of 220,000 active | AID 463115, 2010; in the data active = inhibition above about 25%; also: inactives centre near -15
thrombin 1536 = human alpha-thrombin inhibitors, primary screen, counter-screen for coagulation protease inhibitor project, biochemical, 1536-well, fluorogenic AMC substrate | Prothrombin (Homo sapiens), P00734 | Boc-VPR-AMC fluorogenic substrate cleavage | inhibition, % at 5 µM | 0.26% of 220,000 active | AID 1046, 2008;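 active = inhibition at or above 40%; inactive = inhibition below 40%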;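 also: 0% = enzyme with no compound and 100% = wells without enzyme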
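System: Human alpha-thrombin protein | Medium: pH 7.5 Tris (50 mM) with NaCl 150 mM, Tween 20 0.05% | Times: Enzyme reaction carried out at room temperature | Detection: AMC fluorescence, 355/460 nm | Evaluation: Percent inhibition scaled between no-compound controls and no-enzyme blanks | Benchmarks: Enzyme without compound as high, wells lacking enzyme as low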
Calpain2 inh = inhibitors of pig calpain II, primary screen, biochemical, fluorogenic peptide substrate, 1536-well; 0.37% of 220,000 active; purified calpain II, 30 min; AID 1236, 2008; inhibition, % at 16 µM;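 active = inhibition above about 50%, limit read from the data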
Active calls of the source: *; / = not tested or not shown; [ ] = dose if it differs, or a comment.

SMILES	FXIa inh 1536	Rad51 HR inh	FXIIa inh	KLK5 inh	Cl transport mod	PERK inhibitor	Furin inh	thrombin 1536	Calpain2 inh
CC(C)n1cnc2c(NCc3ccc(S(N)(=O)=O)cc3)nc(NCc3ccc(S(N)(=O)=O)cc3)nc21	1	3	6	4	0.67	/	-28	-1	-10
CCC(CO)NCCNC(CC)CO (centres undefined)	5	-4	13	-19	-0.97	0.0	-14	-1	6
N#Cc1c(N)nc(-c2ccccc2)nc1-c1ccccc1	3	-12	17	7	0.66	1.0	-15	8	-17
O=C(NCc1ccc2c(c1)OCO2)c1cc(-c2ccc(Cl)cc2Cl)on1	-2	-2	9	15	0.53	0.9	-30[20 µM]	-5	26
COc1ccc(NC(=O)CSc2nnc(CNc3ccc(F)cc3)o2)c(OC)c1	-8	-6	2	0	-4.1*	0.0	-7	-5	9
COc1cc(C(=O)NCCc2ccc3c(c2)OCCO3)ccc1OCC(=O)N1CCOCC1	-12	-5	-8	-2	-0.12	0.6	-17[20 µM]	-5	26
Cc1ccc(C2CN=NC23CCc2ccccc2C3=O)cc1 (centres undefined)	3	-7	2	-30	-1.2	0.2	-11[20 µM]	-9	18
O=C1CCNc2c(Cl)cccc21	2	3	4	2	0.0027	0.6	-25	-2	-116
O=C(CSC1=Nc2ccccc2C2=NC(CC(=O)N3CCN(c4ccccc4)CC3)C(=O)N12)NCC1CCCO1 (centres undefined)	8	-11	4	-20	-0.055	1.2	-8	3	-112
CC(OC(=O)CC(NC(=O)c1ccccc1Cl)c1ccccc1)C(=O)Nc1cccc(Cl)c1Cl (centres undefined)	-5	19	-2	-6	-1.9	-1.5	-3	-4	31
N#Cc1c(F)cccc1N1CCC(C#N)CC1	10	18	2	-2	0.12	1.1	-25	-1	-59
CC(C)CC(=O)N=Nc1c(O)[nH]c2ccccc12	-1	5	9	-2	1.8	0.2	-20	-6	5
CCC(=O)Nc1ccc(S(=O)(=O)c2ccc(NC(=O)CC)cc2)cc1	6	0	10	-7	-0.018	0.9	-18[20 µM]	4	-14
COc1cc(C(=O)OCC(=O)NCCN2C(=O)CSC2=O)ccc1OCc1c(C)noc1C	2	/	8	11	0.37	-0.3	-20	-3	14
Cc1ccccc1Cn1cc(NC(=O)CSc2nc3c(c(C(F)(F)F)n2)CCc2ccccc2-3)cn1	-1	-1	13	14	/	0.1	-15[20 µM]	-1	-43
CCCc1cc(N2CCC(C(N)=O)CC2)nc(-c2ccccc2)n1	0	-9	5	-1	-0.63	0.4	-16	-3	7
CN(C)S(=O)(=O)c1ccc2c(c1)c(=O)c(C(=O)NCCCN1CCCCCC1)cn2C	5	-6	24	-5	-0.025	-0.1	-15	1	-19
C[C@H](NC(=O)Cc1cccc2ccccc12)C(=O)N1CCCN(C)CC1	-3	8	3	1	0.29	0.1	-18	-9	25
CSc1nc(NCCCO)c2c3c(sc2n1)CN(C)CC3	8	3	0	-1	-0.42	0.6	-84	-4	-111
Cc1ccc(CNC(=O)C2CCCN(S(=O)(=O)c3c(C)noc3/C=C/N(C)C)C2)cc1 (centres undefined)	-5	-1	-2	4	0.029	1.1	-23	-6	15
Cc1ccc(-c2ccc(C(=O)NCc3ccccc3)o2)c2ccccc12	1	-13	5	-13	-0.00056	-0.2	-29	-3	-118
CNC(=O)/C=C1\NC(C)(C)Cc2ccccc21	-2	/	9	-2	0.35	1.7	0[20 µM]	0	-27
CCCCC(CC)Cn1c(O)c(/C=C2\C=NN=C2c2ccccc2)sc1=S (centres undefined)	0	0	2	-7	0.0055	0.7	-17	-7	-10
COc1ccc(C(=O)N2N=C(c3cccc(OC)c3)CC2(O)C(F)(F)F)cc1 (centres undefined)	-2	-3	7	-21	-0.03	-0.3	-6	-14	14
O=C(Nc1ccc(OCc2ccccc2)cc1)c1cccnc1	-11	-3	-11	-2	-1.3	0.3	-22[20 µM]	-5	20
CC1CCC2(CC1)NC(=S)N(C(C)(C)C)N2 (centres undefined)	-12	-6	1	42*	1.1	-0.5	-14	-7	-15
O=S(=O)(Nc1ccc(-c2csc(-c3ccccc3)n2)cc1)c1ccc(F)cc1	0	-1	8	-27	/	1.0	-23[20 µM]	-1	55*
Cc1noc(C)c1COc1ccc(C(=O)OCC(=O)NC(=O)C2COc3ccccc3O2)cc1 (centres undefined)	0	/	11	-5	-0.27	1.9	-27	-1	1
CCOc1cc(-c2conc2N)cc(OCC)c1OCC	2	7	0	-2	-0.44	-1.2	8[20 µM]	-4	-4
O=C(O)C1CCCCN1S(=O)(=O)c1ccccc1 (centres undefined)	11	6	20	35	-0.55	0.0	-4[20 µM]	15	20
Cc1ccc(NC(=O)c2ccc(CNc3c(N4CCC(C)CC4)c(=O)c3=O)cc2)cc1	1	-6	10	2	0.31	1.3	-17	0	2
Cc1ccc(-n2nnnc2SCC(=O)c2ccc3c(c2)NC(=O)CO3)c(C)c1	9	-13	17	-6	-0.053	-0.5	-8[20 µM]	-2	17
CCCC(=O)Nc1cc(=O)[nH]c2ncnn12	16	1	21	-15	/	0.8	-21	-2	11
Cc1ccc(Nc2nc(C(=O)N3CCC(C(=O)N4CCN(C)CC4)CC3)cs2)cc1	-5	1	11	-6	0.68	-0.1	-9	-8	-25
CCOC(=O)NC(=O)/C(C#N)=N\Nc1cccc(Cl)c1	3	5	10	4	/	1.7	-16	-1	18
COc1cccc(S(=O)(=O)Nc2ccc3sc(C)nc3c2)c1	16	5	22	9	/	0.1	-11[20 µM]	9	17
CCOC(=O)c1cc(C)nn1-c1nc(Cl)cc(OC)n1	-8	2	5	-4	0.21	-0.4	-10	-4	-10
COc1ccc(OC)c(C(=O)c2coc3ccc(O)c(CN4CCOCC4)c23)c1	1	-2	2	1	-1	-0.5	-14[20 µM]	-9	-5
CCOCCCNC(=O)C(NC(=O)Cc1cccs1)c1ccc(OC)cc1 (centres undefined)	-3	-1	12	-1	1.6	0.8	-38	-7	-5
O=c1oc(/C=C/c2ccccc2)nc2ccccc12	4	5	32	12	-0.011	0.3	-1	10	-8
O=C(c1ccncc1)c1ccc(NS(=O)(=O)c2ccc(Br)s2)cc1	2	-9	15	-6	/	-0.4	-11[20 µM]	-3	14
Cc1ccc(NC2=NCC(=O)N2c2ccc3c(c2)OCCO3)c(C)c1	-2	-1	5	8	-0.33	0.7	0[20 µM]	-4	-17
COc1cc(SC)ccc1C(=O)Nc1ccccc1C#N	-4	-1	7	3	/	0.1	-9[20 µM]	-2	-50
O=C(Nc1ccccc1Cl)/C(Cl)=C(\Cl)S(=O)c1ccccc1 (centres undefined)	0	-2	10	0	-0.56	-0.3	-24	2	-4
CC12CC(NC(=O)N1CCc1ccccc1)c1cc(Cl)ccc1O2 (centres undefined)	8	-19	14	16	1.3	0.7	-21[20 µM]	-1	18
Cc1cc(/C=C2\SC(=S)N(Cc3ccco3)C2=O)c(C)n1-c1cccnc1	-6	/	13	8	1.5	0.8	-1	4	-36
COC(=O)c1ccc(N2CCOCC2)c(NC(=O)Nc2cccc(OC)c2)c1	-9	-8	5	-5	-0.047	-0.1	-21	-1	-2
CCCCOc1ccccc1NC(=O)CC1SC(=NCC)N(CC)C1=O (centres undefined)	3	9	8	-1	-0.11	-1.2	-24	-1	-6

Printed as active in Calpain2 inh, of those listed so far:
Molecule	FXIa inh 1536	Rad51 HR inh	FXIIa inh	KLK5 inh	Cl transport mod	PERK inhibitor	Furin inh	Calpain2 inh
O=S(=O)(Nc1ccc(-c2csc(-c3ccccc3)n2)cc1)c1ccc(F)cc1	0	-1	8	-27	/	1.0	-23[20 µM]	55*

The listing continues.
SMILES	FXIa inh 1536	Rad51 HR inh	FXIIa inh	KLK5 inh	Cl transport mod	PERK inhibitor	Furin inh	thrombin 1536	Calpain2 inh
COC(=O)CSc1nc(NC(C)(C)C)nc(N(C)C)n1	-1	2	-1	-7	0.46	0.1	-19	-15	32
Cc1cc(=O)[nH]c(SCC(=O)O)c1C#N	-6	7	7	0	-0.26	1.4	-23[20 µM]	-4	-6
O=C(COc1cccc2cccnc12)NNC(=S)Nc1ccccc1	-1	3	11	4	-1.6	1.1	-31	6	-30
c1ccc(CSc2nnc(-c3ccco3)o2)cc1	13	-3	8	-3	-1.3	-0.4	-14	-2	-5
Cc1ccc(S(=O)(=O)NC(C(=O)OCC(=O)NC(=O)c2cccn2C)C(C)C)cc1 (centres undefined)	-7	1	-1	0	-0.51	-0.9	-13	-2	17
C=CCSc1nnc(-c2ccccc2NC(=O)CC)c(=O)[nH]1	13	7	23	2	0.76	0.6	-24[20 µM]	8	14
Cc1cc(N2CCCC2=O)cc(C)c1S(N)(=O)=O	0	3	11	-14	1	1.1	-24[20 µM]	-5	8
COc1cc(NC(=O)CN2c3ccccc3CC2C)cc(OC)c1OC (centres undefined)	19	/	26	0	-0.17	-1.8	-10[20 µM]	0	29
Cc1ccc(NC(=O)CCS(=O)(=O)c2ccc(Br)cc2)nc1	3	5	11	-7	1.8	-0.1	-8	-8	13
CC1CC(C)CN(C(=O)Cc2c(C(=O)O)[nH]c3ccc(Cl)cc23)C1 (centres undefined)	-3	33	6	-10	-0.64	0.8	-3	5	-13
N#CCSc1nnc(CNc2ccc(F)cc2)o1	1	-9	9	-10	/	1.3	-24[20 µM]	-1	-17
O=Cc1cnc(N2CCN(c3ccccc3)CC2)s1	8	15	10	-7	1.4	1.6	4	1	22

A different layout for 3 compounds above.
Molecule | FXIa inh 1536 | Rad51 HR inh | FXIIa inh | KLK5 inh | Cl transport mod | PERK inhibitor | Furin inh | thrombin 1536 | Calpain2 inh
CC(C)n1cnc2c(NCc3ccc(S(N)(=O)=O)cc3)nc(NCc3ccc(S(N)(=O)=O)cc3)nc21 | 1 | 3 | 6 | 4 | 0.67 | / | -28 | -1 | -10
CCC(CO)NCCNC(CC)CO (centres undefined) | 5 | -4 | 13 | -19 | -0.97 | 0.0 | -14 | -1 | 6
N#Cc1c(N)nc(-c2ccccc2)nc1-c1ccccc1 | 3 | -12 | 17 | 7 | 0.66 | 1.0 | -15 | 8 | -17

The listing continues.
SMILES	FXIa inh 1536	Rad51 HR inh	FXIIa inh	KLK5 inh	Cl transport mod	PERK inhibitor	Furin inh	thrombin 1536	Calpain2 inh
O=C(COC(=O)/C=C/c1ccccc1[N+](=O)[O-])Nc1ccc(OC(F)F)cc1	7	2	9	-14	-0.26	0.6	-21	-7	-11
CNC(=O)C(=O)Nc1ccc(C)cc1C	3	1	1	-13	0.63	1.7	-16	2	-15
O=C(c1n[nH]c(=O)c2ccccc12)N1CCN(c2ccccc2Cl)CC1	-4	-3	0	-2	-0.011	0.1	-10	-8	-2
Cc1cc(NNC(=O)c2cccc(C(F)(F)F)c2)nc2c1c(C)nn2C	-22	-3	8	18	0	-0.6	-11	-4	-10
CCCCNC(=S)N(C)/N=C/c1ccccc1C(=O)O	4	7	13	7	0.23	0.7	-3[20 µM]	1	5
Cn1nc(CC(=O)Nc2cccc3ncccc23)c2ccccc2c1=O	2	-5	3	0	/	0.4	6	-4	-19
O=S(=O)(c1cccc(C(F)(F)F)c1)N1CCC(c2cc(-c3cccc4ccccc34)n[nH]2)CC1	0	-19	9	-19	/	-0.3	-8[20 µM]	-2	-55

High-throughput results: PubChem BioAssay, several laboratories

The list is partial; rates above refer to the full screens.
